Compound activity deposited in PubChem by several laboratories.
ARFGAP1 inhibitor – inhibitors of rat ARFGAP1 | Q62848 | AID 651572 | Arfgap1-stimulated ARF1 GTP hydrolysis, GDP FP detection | 0.26% of 360,000 active | inhibition, % at 16.5 µM;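 active = inhibition above a per-plate limit, mean inhibition of low control wells plus 3 SD, cut at about 25% in these data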;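 note: 0% = DMSO wells with enzyme and 100% = wells lacking Arfgap1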
Target sequence (Q62848 1-136 limits assumed): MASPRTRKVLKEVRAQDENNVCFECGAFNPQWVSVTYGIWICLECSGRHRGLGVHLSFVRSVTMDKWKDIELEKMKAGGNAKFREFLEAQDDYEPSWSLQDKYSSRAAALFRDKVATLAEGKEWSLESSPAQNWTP
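material = rat Arfgap1 catalytic domain, aa 1-136 | also added = human ARF1(Δ1-17)-GTP substrate | compound dosing = one concentration, 16.5 µM, DMSO 1.26% | times = GTP hydrolysis reaction 2 h at 25 °C | measured by = FP, GDP Alexa 633 tracer displaced from anti-GDP antibody, 620/688 nm | evaluation = percent inhibition of Arfgap1-stimulated GTP hydrolysis | replication = single well per compound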
NPR2 activator – GC-B (human) receptor activation | P20594 | HEK293-GC-B cells, CNP EC30, cGMP TR-FRET; 0% at EC30 CNP, 100% saturating CNP | activation, % at 10 µM | 0.11% of 370,000 active;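 active = activation at 10 µM reaching about 35% in either raw or pattern-adjusted values, limit read from the data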
ADAM10 inh – inhibits human ADAM10; AID 720582; O14672; inhibition, % at 7 µM; recombinant ADAM10, EDANS/DABCYL FRET peptide cleavage, 3 h; 0.62% of 370,000 active;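 active = inhibition above a per-campaign cutoff equal to the mean of compounds falling between control-based bounds plus 3 SD, cut at about 20% in these data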;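 note: 0% = DMSO wells while the 100% control is not disclosed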
NPR1 activator – GC-A (human) enzyme activation | 0.14% of 370,000 active | activation, % at 10 µM | AID 1671463 | P16066 | HEK293 GC-A cells, cGMP TR-FRET, EC30 ANP; 0% at EC30 ANP, 100% saturating ANP; in the data active = activation above about 40%
FXN GAA850 act – increases GAA850 frataxin promoter reporter activity. 0.56% of 360,000 active. activation, % at 6 µM. HEK293 lucGAA850 FXN promoter luciferase reporter, 24 h; percent of 10 µM SAHA response;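 active = activation above the average of all compounds screened plus 3 SD, cutoff fixed separately per campaign, cut at about 7.5% in these data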;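 note: 0% = DMSO wells and 100% = 10 µM SAHA wells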
sPLA2-III inh – Inhibits HGIII-sPLA2 liposome hydrolysis, primary screen. Q9NZ20. QFRET BODIPY PC-A2 liposome hydrolysis, fluorescence. inhibition, % at 12.2 µM. 0.56% of 370,000 active;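 active = inhibition above mean plus 3 SD of compounds lying within the high and low control bounds, cut at about 19% in these data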;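 note: 0% = median of test compound wells and 100% = no enzyme DMSO wells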
Tn6 DDE FP – DD(E)-Tn6 binding inhibition, primary FP screen. 0.21% of 370,000 active. inhibition, % at 8.3 µM. Fibrin DD(E) TRITC-Tn6 fluorescence polarization displacement. AID 720509. P02675;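 active = inhibition above a per-campaign cutoff: mean of compounds within control limits plus 3 SD, cut at about 15% in these data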;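 note: 0% = median of all compound wells on the plate and 100% = blocking peptide control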
Target sequence (P02675 whole entry, looked up): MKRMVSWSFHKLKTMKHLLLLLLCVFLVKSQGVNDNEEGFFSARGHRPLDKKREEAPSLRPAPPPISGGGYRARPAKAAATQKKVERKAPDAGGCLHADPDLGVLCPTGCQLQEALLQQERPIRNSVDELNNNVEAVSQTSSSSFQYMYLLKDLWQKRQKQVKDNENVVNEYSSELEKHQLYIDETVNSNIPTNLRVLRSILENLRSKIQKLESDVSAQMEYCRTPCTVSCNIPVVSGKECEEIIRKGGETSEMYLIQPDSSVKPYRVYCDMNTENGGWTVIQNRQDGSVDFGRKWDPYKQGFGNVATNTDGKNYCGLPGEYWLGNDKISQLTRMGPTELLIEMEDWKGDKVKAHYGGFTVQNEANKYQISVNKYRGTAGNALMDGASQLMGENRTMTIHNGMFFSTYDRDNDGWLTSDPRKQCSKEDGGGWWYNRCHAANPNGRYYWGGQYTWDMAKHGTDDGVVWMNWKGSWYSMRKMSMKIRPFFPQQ
rCAG RNA binder – molecules binding r(CAG) RNA repeats; r(CAG) RNA repeat, TO-PRO-1 dye displacement fluorescence; inhibition, % at 3 µM; 1.3% of 370,000 active;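 active = inhibition above the plate cutoff, the mean of all test compounds on that plate plus 3 SD, cut at about 35% in these data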;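 note: 0% = DMSO alone and 100% = 100 µM mitoxantrone as full dye displacement; higher means more dye released from RNA so lower well fluorescence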
KLK7 zymogen act – activators of human kallikrein-7 zymogen | P49862 | purified proKLK7, EDANS-DABCYL substrate fluorescence; 100% is mature enzyme control, 0% vehicle | activation, % at 7 µM | AID 652039 | 0.9% of 370,000 active;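 active = activation above the mean of all tested compounds plus 3 SD, computed per campaign excluding outliers beyond control limits, cut at about 13% in these data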
ASAP1 inh – blocks human ASAP1-stimulated Arf1 GTP hydrolysis | 0.19% of 360,000 active | inhibition, % at 16.5 µM | GDP FP detection | AID 624377 | Q9ULH1; in the data active = inhibition above about 25%;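 note: 0% = vehicle with enzyme and substrate and 100% = no enzyme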
Target sequence (Q9ULH1 325-724 limits assumed): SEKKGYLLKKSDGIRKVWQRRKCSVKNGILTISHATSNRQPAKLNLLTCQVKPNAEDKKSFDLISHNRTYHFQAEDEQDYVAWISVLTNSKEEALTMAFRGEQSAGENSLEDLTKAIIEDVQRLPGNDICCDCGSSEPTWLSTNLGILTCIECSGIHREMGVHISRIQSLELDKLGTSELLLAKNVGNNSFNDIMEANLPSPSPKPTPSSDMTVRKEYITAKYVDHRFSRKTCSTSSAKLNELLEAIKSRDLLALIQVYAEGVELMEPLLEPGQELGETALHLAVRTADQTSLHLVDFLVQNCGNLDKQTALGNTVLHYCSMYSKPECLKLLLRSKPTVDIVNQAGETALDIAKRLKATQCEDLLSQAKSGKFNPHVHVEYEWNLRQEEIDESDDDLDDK
The depositor's hits bear a star; . = not tested or not shown.

entry	Molecule	ARFGAP1 inhibitor	NPR2 activator	ADAM10 inh	NPR1 activator	FXN GAA850 act
1	COc1ccccc1NS(=O)(=O)c1cccc(C(=O)N/N=C/c2ccccc2OCC(=O)O)c1	-15	1	-15	-4	1.3
2	COc1cc(/C=N/NC(=Nc2ccc(C)cc2)c2nc3ccccc3s2)ccc1O	5	-1	-16	6	-19
3	Cc1ccccc1NC(=O)CCS(=O)(=O)c1ccccc1	.	2	-4	3	.
4	O=C1c2cccc3c([N+](=O)[O-])ccc(c23)C(=O)N1O	5	-6	16	-10	-0.4
5	CC(NC(=O)c1ccccc1)c1ccc(F)cc1 (stereo not drawn)	4	2	-2	1	1.4
6	CC(=O)N1CCN(S(=O)(=O)c2cccc(C(=O)N(Cc3ccccc3)c3cccc(C)c3)c2)CC1	-2	4	3	-2	-3.4
7	COCCOC(=O)c1c(C)nc(SCC(=O)Nc2cccc3ccccc23)c(C#N)c1-c1ccco1	1	3	8	9	-3.5
8	O=C(/C=C/c1ccc(F)cc1)Nc1ccc(S(=O)(=O)N2CCOCC2)cc1	-20	-1	0	2	0.4
9	O=C(NNCC(O)COc1ccccc1)c1ccccc1 (stereo not drawn)	-4	-2	5	3	0.3
10	Cc1ccc2c(c1)C1CN(C)CCC1N2C(=O)Nc1ccc(Cl)cc1 (stereo not drawn)	5	-1	-2	-4	-2.1
11	O=C1NC(=S)N/C1=C\c1ccccc1OCc1ccc(C(=O)O)cc1	6	2	-8	3	-0.3
12	COc1ccc(C2=NOC(C(=O)O)C2)cc1 (stereo not drawn)	-1	2	-3	0	1.0

entry	sPLA2-III inh	Tn6 DDE FP	rCAG RNA binder	KLK7 zymogen act	ASAP1 inh
1	-2	7	22	-0.4	-12
2	-23	6	20	-0.3	14
3	5	2	3	0.1	.
4	3	4	4	0.6	1
5	2	2	0	1.0	-5
6	-5	2	0	0.2	14
7	7	3	2	0.3	-9
8	4	-3	3	0.5	0
9	5	8	-1	0.0	-4
10	-14	5	-3	0.2	1
11	-10	0	11	0.8	17
12	1	5	1	0.3	10

(more compounds)
entry	Molecule	ARFGAP1 inhibitor	NPR2 activator	ADAM10 inh	NPR1 activator	FXN GAA850 act
13	O=C(c1ccccc1)c1ccccc1C(=O)N1CCN(C(=O)c2ccccc2)CC1	4	-5	-5	-2	-1.0
14	Cc1cc(C)nc(Nc2ccc(C)c([N+](=O)[O-])c2)n1	2	-7	-8	-14	5.1
15	CCOc1ccc(Nc2nc(NCC3CCCO3)c3ccccc3n2)cc1 (stereo not drawn)	7	3	-1	6	2.9
16	COc1cccc(-c2ccc(NC(=O)C3CCCN(Cc4cnn(C)c4)C3)cc2)c1 (stereo not drawn)	-3	-3	5	-8	1.1
17	COC(=O)COc1ccc(Oc2nc(SC)nc(N(C)C)n2)nn1	17	-4	-1	2	-1.2
18	CCOC(=O)CN1C(=O)S/C(=C/c2ccc(OC)c([N+](=O)[O-])c2)C1=O	3	12	1	10	1.1
19	CCOc1ccc(NC(=O)CSc2ccc(-c3ccco3)nn2)cc1	16	5	-5	-2	-0.2
20	O=S(=O)(CCN1CCSCC1)c1ccc(Cl)cc1	7	-1	6	-7	-0.3
21	CC(C)(C)NS(=O)(=O)c1ccc(NC(=O)C2CC(=O)N(CCc3ccc(F)cc3)C2)cc1 (stereo not drawn)	10	-8	-2	2	-1.1
22	Cc1ccc(NC(=O)COC(=O)c2ccn(C)n2)cc1	-4	2	0	-1	2.1
23	Cc1c(NC(=O)c2ccc(-c3ccc([N+](=O)[O-])cc3Cl)o2)c(=O)n(-c2ccccc2)n1C	7	-3	0	-3	2.4
24	CN(C)c1ccc(C2Nc3ccccc3C(=O)N2CCCN2CCOCC2)cc1 (stereo not drawn)	3	-9	-184	-3	-1.2

entry	sPLA2-III inh	Tn6 DDE FP	rCAG RNA binder	KLK7 zymogen act	ASAP1 inh
13	4	0	-3	-0.4	2
14	-1	6	-5	-0.3	-3
15	-25	3	5	0.0	-6
16	-9	8	-2	0.1	-11
17	5	-2	-1	-0.8	3
18	1	-5	4	-0.8	8
19	1	-11	3	-0.5	5
20	3	-4	-2	0.1	0
21	-14	-7	10	-0.2	6
22	2	-5	-1	-0.4	-5
23	8	-10	0	0.1	9
24	1	0	-4	0.1	-4

Other results follow:
entry	Molecule	ARFGAP1 inhibitor	NPR2 activator	ADAM10 inh	NPR1 activator	FXN GAA850 act
25	O=C(CCCCCNC(=O)N1CCn2c1nc1ccccc12)NCc1ccc(F)cc1	2	-1	2	-11	3.3
26	COC(=O)c1c(C(=O)OC)c(-c2cccc(F)c2)n2c1CS(=O)C2 (stereo not drawn)	1	1	5	-8	0.2
27	CN1C(=O)[C@@](O)(c2cn(C)c3ccccc23)c2cc(F)ccc21	2	-4	7	1	.
28	COc1ccc(CNC(=O)CS(=O)CC(=O)O)cc1OC (stereo not drawn)	-1	-1	3	-1	0.1
29	C#CCOCCOCCOCCNc1nc(N2CCN(C(=O)[C@H]([C@@H](C)CC)n3cc(CCCN=C(N)N)nn3)CC2)nc(N2CCN(C(=O)[C@H](CCCCN)n3cc(CCC(=O)O)nn3)CC2)n1	10	0	5	2	0.9
30	O=c1c2cc(N3CCOCC3)ccc2[nH]c(=S)n1CCCN1CCCCCC1	2	-4	-139	1	-1.5
31	O=C1CCCC(=NCc2ccco2)C1	2	11	-28	2	-0.2
32	CCOC(=O)N1CCN(C(=O)CSc2nnc(Cc3cccn3C)n2CCc2ccccc2)CC1	-3	2	-4	-1	0.4
33	CCCNC(=O)CN1C(=O)c2ccccc2Sc2ncccc21	-3	-1	5	-3	1.2
34	COCCCNS(=O)(=O)c1cc2c3c(c1)C(C)C(=O)N3CCC2 (stereo not drawn)	5	4	-11	0	1.2
35	CC1(C)OC(=O)C(=NNc2ccccc2)C(=O)O1	1	3	4	-2	2.6
36	CCc1ccc(OCC(=O)Nc2nnc(C3CCCC3)s2)cc1	-2	1	2	6	-1.4

entry	sPLA2-III inh	Tn6 DDE FP	rCAG RNA binder	KLK7 zymogen act	ASAP1 inh
25	9	6	2	0.1	-2
26	6	3	0	0.2	11
27	1	1	7	0.0	3
28	5	2	-5	-0.5	-15
29	-1	-5	0	-0.4	12
30	3	-2	3	104*	12
31	-4	-2	2	0.3	2
32	-13	-4	2	1.4	6
33	0	1	-2	-0.7	6
34	-20	3	3	0.8	3
35	12	-5	0	-0.4	-2
36	0	-1	-1	0.2	-4

Later entries
entry	Molecule	ARFGAP1 inhibitor	NPR2 activator	ADAM10 inh	NPR1 activator	FXN GAA850 act
37	C[C@H](NC(=O)c1nc[nH]c1C(=O)N[C@@H](Cc1ccccc1)C(=O)OCc1ccccc1)C(=O)OCc1ccccc1	6	4	16	0	0.3
38	C/C(=N\NC(=O)Nc1ccccc1)c1ccc2ccccc2c1	1	0	-6	-3	3.8
39	COc1ccccc1OCCC(=O)Nc1ccc2c(c1)OCO2	-23	-2	-10	1	-0.3
40	O=C(CN1C2=NCCN2c2ccccc21)c1ccco1	10	1	4	0	-0.2
41	CC(=O)c1c(C)nc2nonc2c1N	-1	9	-153	7	0.1
42	C=CCN(Cc1cn(C)nc1-c1cccc(Cl)c1)C1CCS(=O)(=O)C1 (stereo not drawn)	3	2	-6	1	0.8
43	COc1ccc(-n2c(=O)c3ccccc3n(CC(=O)NCc3ccco3)c2=O)cc1	-1	-1	7	1	-1.8
44	COc1ccc(NC(=O)CS(=O)CC(=O)Nc2ccc(OC)c(OC)c2)cc1 (stereo not drawn)	6	5	-7	0	-5.9
45	CC(=O)c1c(C)[nH]c(C(=O)OCC(=O)c2ccc(Br)cc2)c1C	10	1	6	5	-1.5
46	COc1ccc(NC(=S)Nc2ccc(F)cc2)cc1	9	7	-7	2	-0.1
47	OC(c1ccccc1)(c1ccccc1)C1CCN(CCCNc2ccccc2Br)CC1	.	-8	8	-16	.
48	O=C(Nc1cccc(-c2ccc3nncn3n2)c1)C(F)(F)F	8	1	5	0	0.2

entry	sPLA2-III inh	Tn6 DDE FP	rCAG RNA binder	KLK7 zymogen act	ASAP1 inh
37	-8	-7	4	-0.1	-3
38	7	-5	1	-0.4	6
39	3	-7	-2	0.7	9
40	-12	5	1	-0.5	2
41	3	-6	1	16*	-3
42	-5	3	-5	0.2	7
43	7	2	1	0.3	-3
44	-2	-3	1	0.5	-8
45	-69	-1	5	0.9	20
46	5	3	1	0.3	4
47	-16	6	2	0.9	.
48	1	-2	4	-0.1	6

Molecules listed so far that contain a furan ring, fused or not, in the order listed:
entry	Molecule	ARFGAP1 inhibitor	NPR2 activator	ADAM10 inh	NPR1 activator	FXN GAA850 act
7	COCCOC(=O)c1c(C)nc(SCC(=O)Nc2cccc3ccccc23)c(C#N)c1-c1ccco1	1	3	8	9	-3.5
19	CCOc1ccc(NC(=O)CSc2ccc(-c3ccco3)nn2)cc1	16	5	-5	-2	-0.2
23	Cc1c(NC(=O)c2ccc(-c3ccc([N+](=O)[O-])cc3Cl)o2)c(=O)n(-c2ccccc2)n1C	7	-3	0	-3	2.4
31	O=C1CCCC(=NCc2ccco2)C1	2	11	-28	2	-0.2
40	O=C(CN1C2=NCCN2c2ccccc21)c1ccco1	10	1	4	0	-0.2
43	COc1ccc(-n2c(=O)c3ccccc3n(CC(=O)NCc3ccco3)c2=O)cc1	-1	-1	7	1	-1.8

entry	sPLA2-III inh	Tn6 DDE FP	rCAG RNA binder	KLK7 zymogen act	ASAP1 inh
7	7	3	2	0.3	-9
19	1	-11	3	-0.5	5
23	8	-10	0	0.1	9
31	-4	-2	2	0.3	2
40	-12	5	1	-0.5	2
43	7	2	1	0.3	-3

(list continues)
entry	Molecule	ARFGAP1 inhibitor	NPR2 activator	ADAM10 inh	NPR1 activator	FXN GAA850 act
49	COc1cc(C2C3C(=O)N(c4ccccc4)C(=O)C3ON2c2ccccc2)cc(OC)c1OC (stereo not drawn)	19	-2	2	5	0.5
50	O=C(CCCN1Cc2ccccc2C1)c1ccc(F)cc1	-3	-6	-38	-8	5.6
51	O=C(Nc1ccc(N2CCOCC2)nc1N1CCOCC1)c1cccc(C(F)(F)F)c1	2	2	1	5	0.9
52	Cc1nc(SCC(=O)N(C)C2(C#N)CCCCC2)c2ccccc2n1	-3	7	-14	-4	-2.4
53	O=C(c1ccoc1)N1CCC2(CC1)Oc1ccc(Cl)cc1C(=O)C21CC(c2ccc(Cl)cc2)=NO1 (stereo not drawn)	-2	-4	-4	-1	-2.2
54	CCCn1c(-c2cccs2)nc2c1c(=O)[nH]c(=O)n2Cc1ccccc1	-2	29	-77	18	2.9
55	O=C1CC2(CCCCC2)Oc2ccc(F)cc21	0	1	-12	-3	-0.6

entry	sPLA2-III inh	Tn6 DDE FP	rCAG RNA binder	KLK7 zymogen act	ASAP1 inh
49	-1	-4	0	1.5	-13
50	18	3	-12	-0.4	-7
51	3	10	-8	0.8	-6
52	1	-1	2	0.8	8
53	-1	-2	7	-0.1	4
54	-3	3	0	-0.6	4
55	2	-1	0	-1.2	-5
